A-T KAP1 phos: candidate therapy for ataxia-telangiectasia | […] A-T fibroblasts, KAP-1 phosphorylation AlphaLISA; neocarzinostatin DNA damage 30 min before lysis | AID 485349 | Potency, µM (top dose mostly 57.5 µM), without a hit: top-dose activation, actives largely listed as activators | actives 0.19% (n = 320,000); also: potency is read from the fitted curve at half-maximal effect; % of control where 0% means no effect; nearly all actives have a fitted effect of over 45% in size
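hTERT-immortalized A-T patient fibroblasts ([…]), 500 cells/well in OPTI-MEM, 1% FBS, got compounds for 60 min, then NCS for 30 min at 37C. Lysates were then assayed for phospho-KAP-1 by AlphaLISA (anti-pKAP1 donor, anti-KAP1 acceptor beads), 6 hr at 25C.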
TRPV1 ag: activates the human vanilloid receptor TRPV1; Q8NER1; TRPV1-expressing cells, Fluo-8 calcium influx, agonist mode; activation, % at 8.33 µM; actives 0.19% (n = 320,000); AID 540275; in the data active = activation above about 80%; inconclusive = between about 30% and that limit; also: 0% is about no effect
Target sequence (Q8NER1 whole entry, looked up): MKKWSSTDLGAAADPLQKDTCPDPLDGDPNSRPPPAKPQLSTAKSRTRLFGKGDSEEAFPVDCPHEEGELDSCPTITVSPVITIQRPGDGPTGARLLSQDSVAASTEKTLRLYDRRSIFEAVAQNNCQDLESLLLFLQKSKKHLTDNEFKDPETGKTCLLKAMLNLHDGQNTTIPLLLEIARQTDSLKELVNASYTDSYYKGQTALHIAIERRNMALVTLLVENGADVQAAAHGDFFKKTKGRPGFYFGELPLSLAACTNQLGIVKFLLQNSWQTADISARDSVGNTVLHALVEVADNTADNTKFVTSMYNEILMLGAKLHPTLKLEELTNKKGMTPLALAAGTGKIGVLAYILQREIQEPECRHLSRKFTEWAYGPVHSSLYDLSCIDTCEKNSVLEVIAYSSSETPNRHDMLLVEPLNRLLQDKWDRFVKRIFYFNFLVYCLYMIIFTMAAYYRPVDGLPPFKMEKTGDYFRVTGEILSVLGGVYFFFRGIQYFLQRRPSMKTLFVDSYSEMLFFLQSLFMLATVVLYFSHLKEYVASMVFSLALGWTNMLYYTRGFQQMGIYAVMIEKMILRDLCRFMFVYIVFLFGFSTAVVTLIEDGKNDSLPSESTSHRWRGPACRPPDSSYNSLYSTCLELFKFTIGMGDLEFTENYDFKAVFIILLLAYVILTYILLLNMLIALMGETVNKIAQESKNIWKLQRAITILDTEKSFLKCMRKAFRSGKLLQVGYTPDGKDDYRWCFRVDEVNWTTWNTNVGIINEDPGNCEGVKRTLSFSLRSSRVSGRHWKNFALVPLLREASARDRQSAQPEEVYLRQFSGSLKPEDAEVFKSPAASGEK
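Cells expressing TRPV1 were dye-loaded with Fluo-8 and read kinetically: 10 s baseline, 3 min after compound (agonist portion), then 2 min after EC20 capsaicin (allosteric enhancer portion). Calcium-bound dye fluorescence at 480/520 nm.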
MBNL1-CUG inh: MBNL1-poly(CUG) RNA binding inhibition; Potency, µM (top dose mostly 57.5 µM), inactives show at the highest dose activity change, negative = inhibition, usual class: inhibitors; TR-FRET MBNL1-His/biotin-(CUG)12 binding, 665/545 ratio; Q9NR56; actives 0.036% (n = 280,000); active = well fitted inhibition curve with a large enough effect in the signal ratio, with a control signal flat, not every such curve was filed as active; inconclusive = small, poorly fitted or top-dose-only effect, or effect the other way, or a change in a side signal; inactive = no such curve, though single readings can be large or run the other way; the % refers to the signal ratio; also: potency is read from the fitted curve at half-maximal effect; % is scaled to controls: 0 for no effect and ±100 for the full control effect
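TR-FRET readout: Ex 340 nm, 665/545 nm emission ratio, normalized to buffer-only (basal) and MBNL1-(CUG)12 controls. Complex of MBNL1-His with Biotin-(CUG)12, compounds 92 nM–58 uM, incubated 60 min at room temperature.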
ASM inhibitor: blocks human secretory acid sphingomyelinase | placental ASM, HMU-PC fluorogenic substrate, 60 min | Potency, µM (top dose mostly 57.5 µM), without a hit: at the top dose activity change, negative = inhibition, actives largely listed as inhibitors | actives 0.006% (n = 340,000) | AID 504937; also: potency is read from the fitted curve at half-maximal effect
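Fluorescence read-out (Ex 386 nm, Em 447 nm) after stopping the reaction at pH 10. Enzyme: ASM from human placenta; substrate HMU-PC0, 9 uM final; 60 min, 37 °C. Compound preincubation 10 min, ambient temperature.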
GALK inh: galactokinase (human) inhibition; P51570; actives 0.007% (n = 270,000); Purified GALK, Kinase-Glo residual ATP luminescence; Potency, µM (series often up to 57.5 µM), inactives show at the top dose activity change, negative = inhibition, hits mostly inhibitors; also: potency is read from the fitted curve at half-maximal effect; % is scaled to controls: 0 for no effect and ±100 for the full control effect
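5 nM enzyme, 35 uM ATP, 100 uM galactose, 20 mM HEPES pH8.0, 5 mM MgCl2; 1 h RT; residual ATP by Kinase-Glo Plus luminescence, qHTS format.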
KCNH2 3.1 inh: blocks the human KCNH2 3.1 channel isoform; U2OS KCNH2 3.1, thallium flux FluxOr; stronger effect = lower value; activity change, % (tested at about 1.8 µM); actives 0.95% (n = 340,000);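 active = maximum activity change below -70%; inconclusive = maximum activity change from -70% to -50%; inactive = maximum activity change above -50%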;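 also: thallium influx rate constant from kinetic fluorescence after stimulation buffer; % is scaled to controls: 0 for no effect and ±100 for the full control effect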
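U2OS cells transduced with KCNH2 3.1 mutant virus (1.77 x 10^8 /mL, 4 h), plated overnight at 37 C, loaded 45 min with FluxOr dye plus Red40 quencher. Thallium flux rate constant from kinetic reads after stimulation buffer, normalised to controls.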
FBPA coupling cs: counter-screen for Giardia aldolase inhibitors: coupling enzyme system | coupling enzyme system counterscreen, AmpLite Red fluorescence | activity change, negative = inhibition, % at 58.2 µM, hits read low | actives 0.67% (n = 290,000); in the data active = activity change below about -30%; also: % is scaled to controls: 0 for no effect and ±100 for the full control effect
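Compounds tested against the coupling enzymes alone at 57.5 uM final; readout was AmpLite Red fluorescence (525/598 nm) after 20 min at RT.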
a7 integrin act: integrin-mediated muscular dystrophy alleviation activation. alpha7betagal myoblasts, beta-gal FDG fluorescence, 48 h. Potency, µM (top dose mostly 38.3 µM), without a hit: at the top dose activation, actives largely listed as activators. actives 0.064% (n = 350,000). AID 624291;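 also: potency is read from the fitted curve at half-maximal effect; 100% = response of the positive control SU9516; nearly all actives have a fitted effect of over 60% in size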
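Alpha7betagal+/- myoblasts (passage 13) were plated 16-24 hr, then exposed to compounds (1:260 dilution of DMSO stock) for 48 hours at 37C. After MPER lysis, β-galactosidase reporter activity was read as FDG fluorescence (ex 480/em 540) after 30 minutes.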
KCNH2 WT inh: inhibitors of human wildtype KCNH2 potassium channel; actives 0.37% (n = 340,000); Q12809; U2OS, BacMam KCNH2, thallium flux FluxOr; stronger effect = lower value; activity change, % at 1.84 µM;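 active = maximum activity change below -70%; inconclusive = maximum activity change between -70% and -50%; inactive = maximum activity change above -50%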; also: % is scaled to controls: 0 for no effect and ±100 for the full control effect
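U2OS cells were transduced with wild-type KCNH2 virus (2.03 x 10^8 / mL) for 4 h at room temperature, then cultured overnight at 37 C. Thallium flux was read with FluxOr dye. Rate constants were normalized to DMSO controls.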
MLL CXXC-DNA inh: MLL CXXC-DNA interaction inhibition. MLL-CXXC / FITC-HOXA9 DNA fluorescence polarization. Q03164. actives 0.037% (n = 290,000). Potency, µM (series often up to 115 µM), for the others: at the highest dose activity change, negative = inhibition, most hits filed as inhibitors; active = well fitted inhibition curve with a large enough effect in the polarisation, with a control signal flat, not every such curve was filed as active; inconclusive = small, poorly fitted or top-dose-only effect, or effect the other way, or a change in a side signal; inactive = no such curve, though single readings can be large or run the other way; the % refers to the polarisation; also: potency is read from the fitted curve at half-maximal effect
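Purified MLL-CXXC (added from a 7 uM solution) was preincubated 5 min at ambient with pinned compounds in 50 mM Tris-HCl pH 7.5, 50 mM NaCl, 1 mM DTT, 0.05% BSA. Fluorescein-labeled HOX-A9 DNA (50 nM solution) followed, 30 min, then polarization read.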
* marks the source's active call; other numbers are inactive results; [ ] = dose if it differs, or a comment. Unless noted, calls follow the shape of the dose curve; as a rule, active = well fitted curve in the direction sought with a large enough effect; inconclusive = small, poorly fitted or top-dose-only effect, or another doubt; inactive = no such curve, though single readings can be large; an effect the other way counts as inactive or inconclusive.

Screening CC(=O)NCCNC(=O)C1CCC(CNc2nc(=S)[nH]c3ccccc23)CC1 (configuration not stated) returned A-T KAP1 phos 4%, TRPV1 ag 1, MBNL1-CUG inh -7%, ASM inhibitor -1%, GALK inh -1%, KCNH2 3.1 inh 8, FBPA coupling cs 2, a7 integrin act -19%, KCNH2 WT inh 2 and MLL CXXC-DNA inh -19%.
For CC(C)[C@H](NC(=O)[C@H](Cc1ccccc1)n1c(=O)[nH]c2ccccc2c1=O)C(=O)N1CCC[C@H]1C(=O)O the results were A-T KAP1 phos 2%, TRPV1 ag 2, MBNL1-CUG inh 0%, ASM inhibitor 0%, KCNH2 3.1 inh 3, FBPA coupling cs -1, a7 integrin act 8%, KCNH2 WT inh 2 and MLL CXXC-DNA inh -8%.
For CNS(=O)(=O)c1cccc(C(=O)OCC(=O)Nc2ccccc2OC(F)F)c1 the results were A-T KAP1 phos -2%, TRPV1 ag 2, MBNL1-CUG inh -16%, ASM inhibitor -2%, GALK inh 3%, KCNH2 3.1 inh 23, FBPA coupling cs 4, a7 integrin act 1%, KCNH2 WT inh 18 and MLL CXXC-DNA inh -7%.
`CC(=O)c1cccc(Nc2nc(N3CCOCC3)nc(N3CCOCC3)n2)c1` gave A-T KAP1 phos -6%, TRPV1 ag 2, MBNL1-CUG inh 1%, ASM inhibitor -2%, GALK inh 1%, KCNH2 3.1 inh -15, a7 integrin act -12%, KCNH2 WT inh -2 and MLL CXXC-DNA inh -3%.
`Cc1cc(C)nc(SCC(=O)c2c(N)n(C)c(=O)n(C)c2=O)n1` gave A-T KAP1 phos -1%, TRPV1 ag 2, MBNL1-CUG inh -1%, ASM inhibitor 1%, GALK inh 0%, KCNH2 3.1 inh 9, FBPA coupling cs -1, a7 integrin act 16%, KCNH2 WT inh -4 and MLL CXXC-DNA inh -8%.
`c1ccn2c(SCc3ccc4c(c3)OCCO4)nnc2c1` gave A-T KAP1 phos -4%, TRPV1 ag 11, MBNL1-CUG inh -14%, ASM inhibitor -2%, GALK inh 3%, KCNH2 3.1 inh 13, FBPA coupling cs 1, a7 integrin act 10%, KCNH2 WT inh 11 and MLL CXXC-DNA inh -3%.
For CCOc1ccc(NC(=S)NCc2cccnc2)cc1 the results were A-T KAP1 phos 11%, ASM inhibitor 0%, GALK inh 0%, KCNH2 3.1 inh 12, FBPA coupling cs 5, a7 integrin act 9%, KCNH2 WT inh 1 and MLL CXXC-DNA inh -1%.
For COc1ccc(N(CC(=O)NC2CC3CCC2C3)S(=O)(=O)c2ccc(C)c([N+](=O)[O-])c2)cc1 (configuration not stated) the results were A-T KAP1 phos -5%, TRPV1 ag 3, MBNL1-CUG inh -1%, ASM inhibitor -1%, GALK inh 16%, KCNH2 3.1 inh 4, FBPA coupling cs 0, a7 integrin act -1%, KCNH2 WT inh 6 and MLL CXXC-DNA inh -6%.
`CCN(CC(=O)N1CCOCC1)S(=O)(=O)c1cc(Cl)ccc1Cl` gave A-T KAP1 phos -2%, TRPV1 ag 5, MBNL1-CUG inh -3%, ASM inhibitor 2%, GALK inh 7%, KCNH2 3.1 inh 41, FBPA coupling cs 1, a7 integrin act 37%, KCNH2 WT inh 13 and MLL CXXC-DNA inh 2%.
Screening Cc1ccc(SCC(=O)NCCSCc2ccccc2)cc1 returned A-T KAP1 phos 10%, TRPV1 ag 3, MBNL1-CUG inh 12%, ASM inhibitor 0%, GALK inh 3%, KCNH2 3.1 inh -28, FBPA coupling cs 4, a7 integrin act -7%, KCNH2 WT inh -7 and MLL CXXC-DNA inh 1%.
CCc1ccccc1NC(=O)CNC(=O)CNC(=O)C1CCCCC1 was read as A-T KAP1 phos -3%, TRPV1 ag -1, ASM inhibitor -2%, KCNH2 3.1 inh -2, a7 integrin act 1% and KCNH2 WT inh 1.
Screening CN(CC(=O)Nc1cccc(F)c1)C(=O)c1ccccc1Cc1ccccc1 returned A-T KAP1 phos 1%, TRPV1 ag inconclusive, ASM inhibitor -4%, KCNH2 3.1 inh -13, a7 integrin act -3% and KCNH2 WT inh 2.
CCc1ccccc1NC(=O)Nc1cccc(F)c1 was read as A-T KAP1 phos 11%, TRPV1 ag 25, MBNL1-CUG inh -5%, ASM inhibitor -2%, GALK inh 11%, KCNH2 3.1 inh -4, FBPA coupling cs 2, a7 integrin act 0% and MLL CXXC-DNA inh -1%.
`CNc1c([N+](=O)[O-])cnn1-c1ccc(Cl)cc1` gave A-T KAP1 phos -7%, TRPV1 ag 0, MBNL1-CUG inh 11%, ASM inhibitor -2%, GALK inh 2%, KCNH2 3.1 inh 10, FBPA coupling cs 2, a7 integrin act 2%, KCNH2 WT inh 10 and MLL CXXC-DNA inh -11%.
Screening O=[N+]([O-])c1ccc2nc(SCc3ccccc3Cl)sc2c1 returned A-T KAP1 phos 1%, TRPV1 ag -1, MBNL1-CUG inh -15%, ASM inhibitor -5%, GALK inh -1%, KCNH2 3.1 inh -7, FBPA coupling cs 2, a7 integrin act 4%, KCNH2 WT inh -6 and MLL CXXC-DNA inh 5%.
Screening COCc1ccc(C(=O)N2CCc3c([nH]c4ccccc34)C2c2ccccn2)s1 (configuration not stated) returned A-T KAP1 phos 3%, TRPV1 ag 1, MBNL1-CUG inh 0%, ASM inhibitor -3%, GALK inh 3%, KCNH2 3.1 inh -19, FBPA coupling cs 1, a7 integrin act -10%, KCNH2 WT inh 0 and MLL CXXC-DNA inh 24%.
`CCN=C1S/C(=C\c2cc(Br)ccc2OCC(=O)OCC)C(=O)N1CC` gave A-T KAP1 phos -3%, TRPV1 ag -9, ASM inhibitor 10%, GALK inh -2%, KCNH2 3.1 inh -72*, FBPA coupling cs -1, a7 integrin act -14%, KCNH2 WT inh -19 and MLL CXXC-DNA inh -8%.
`C/C(CC(=O)Nc1ccc2c(c1)OCCO2)=N\NC(=O)c1ccccc1Cl` gave A-T KAP1 phos 4%, TRPV1 ag 4, MBNL1-CUG inh 3%, ASM inhibitor 5%, GALK inh 0%, KCNH2 3.1 inh -9, FBPA coupling cs 2, a7 integrin act 23%, KCNH2 WT inh 0 and MLL CXXC-DNA inh 1%.
Screening CCN(CC(=O)Nc1ccc2c(c1)OCCO2)Cc1nc2cc(Cl)ccc2c(=O)[nH]1 returned A-T KAP1 phos 6%, TRPV1 ag 7, ASM inhibitor 3%, KCNH2 3.1 inh -7, a7 integrin act -22% and KCNH2 WT inh -2.
For CCCCc1ccc(NS(=O)(=O)N(C)C)cc1 the results were A-T KAP1 phos 8%, TRPV1 ag 3, MBNL1-CUG inh 4%, ASM inhibitor 5%, GALK inh -1%, KCNH2 3.1 inh 3, FBPA coupling cs -1, a7 integrin act 14%, KCNH2 WT inh 1 and MLL CXXC-DNA inh -1%.
CCN(CC)S(=O)(=O)c1cccc(NC(=O)CNc2cccc(S(=O)(=O)N3CCCC3)c2)c1 was read as A-T KAP1 phos 14%, TRPV1 ag 1, MBNL1-CUG inh -3%, ASM inhibitor -1%, GALK inh 6%, KCNH2 3.1 inh 14, FBPA coupling cs 0, a7 integrin act -43%, KCNH2 WT inh -18 and MLL CXXC-DNA inh 5%.
Screening COC(=O)Cn1ncc2c3ccccc3n(Cc3ccccc3)c2c1=O returned A-T KAP1 phos -2%, TRPV1 ag 29, MBNL1-CUG inh -4%, ASM inhibitor -9%, GALK inh -5%, KCNH2 3.1 inh 4, FBPA coupling cs 3, a7 integrin act -16%, KCNH2 WT inh -3 and MLL CXXC-DNA inh -3%.
O=c1c(-c2ccc(Cl)cc2)[n+]([O-])c2ccccc2n1O was read as A-T KAP1 phos -4%, TRPV1 ag 1, MBNL1-CUG inh inconclusive, ASM inhibitor 5%, GALK inh 1%, KCNH2 3.1 inh 34, FBPA coupling cs -8, a7 integrin act 15%, KCNH2 WT inh -22 and MLL CXXC-DNA inh -3%.
COc1ccc(NC(=O)c2cc(NC(=O)C3CCCCC3C(=O)O)ccc2N2CCOCC2)cc1 (configuration not stated) was read as A-T KAP1 phos -3%, TRPV1 ag -2, MBNL1-CUG inh -2%, ASM inhibitor -4%, GALK inh -2%, KCNH2 3.1 inh 6, a7 integrin act 8%, KCNH2 WT inh -3 and MLL CXXC-DNA inh 6%.
CCOC(=S)NC(=O)c1sc2ccccc2c1Cl was read as A-T KAP1 phos 9%, TRPV1 ag 3, MBNL1-CUG inh 39%[activator], ASM inhibitor -1%, GALK inh -2%, KCNH2 3.1 inh -12, FBPA coupling cs 0, a7 integrin act 26%, KCNH2 WT inh 7 and MLL CXXC-DNA inh 2%.

From PubChem
